GPR151 activ – activates the human receptor GPR151. Q8TDV0. PathHunter beta-arrestin GPR151 cells, luminescence. activation, % at 11.2 µM. 1% of 650,000 active; in the data active = activation above about 4.9%;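 note: 0% = median of compound wells and 100% = cells with positive control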
Target sequence (Q8TDV0 whole entry, looked up): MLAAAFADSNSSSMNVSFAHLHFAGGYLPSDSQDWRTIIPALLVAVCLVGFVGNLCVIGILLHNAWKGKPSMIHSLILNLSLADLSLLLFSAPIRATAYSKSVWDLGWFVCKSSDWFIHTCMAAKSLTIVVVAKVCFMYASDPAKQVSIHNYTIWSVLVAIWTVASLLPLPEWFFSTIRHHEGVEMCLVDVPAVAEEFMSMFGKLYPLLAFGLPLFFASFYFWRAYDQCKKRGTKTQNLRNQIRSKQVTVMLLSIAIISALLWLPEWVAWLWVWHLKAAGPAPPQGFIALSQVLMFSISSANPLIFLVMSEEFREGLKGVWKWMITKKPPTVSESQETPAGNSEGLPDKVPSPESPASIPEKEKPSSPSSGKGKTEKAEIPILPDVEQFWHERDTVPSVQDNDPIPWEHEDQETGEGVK
MITF primary – blocks human microphthalmia-associated transcription factor | AlphaScreen MITF homodimerization, bead proximity signal | AID 1259374 | inhibition, % at 2.6 µM | O75030 | 0.91% of 650,000 active; in the data active = inhibition above about 50%;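 note: 0% = vehicle wells with protein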
Target sequence (O75030 whole entry, looked up): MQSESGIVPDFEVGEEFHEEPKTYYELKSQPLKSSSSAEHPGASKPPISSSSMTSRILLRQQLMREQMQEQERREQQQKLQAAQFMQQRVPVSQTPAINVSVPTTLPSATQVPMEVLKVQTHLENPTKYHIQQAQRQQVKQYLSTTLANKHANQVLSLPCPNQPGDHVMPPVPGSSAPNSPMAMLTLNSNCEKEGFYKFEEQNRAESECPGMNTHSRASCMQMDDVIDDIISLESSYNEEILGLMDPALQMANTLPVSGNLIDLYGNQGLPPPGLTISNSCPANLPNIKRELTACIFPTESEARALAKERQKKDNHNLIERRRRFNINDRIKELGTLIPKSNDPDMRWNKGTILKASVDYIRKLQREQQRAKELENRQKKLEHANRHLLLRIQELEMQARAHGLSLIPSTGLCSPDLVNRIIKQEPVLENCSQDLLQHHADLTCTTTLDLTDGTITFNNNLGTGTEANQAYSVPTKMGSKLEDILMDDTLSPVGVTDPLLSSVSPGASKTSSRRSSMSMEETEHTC
TEAD-YAP inh – TEAD-YAP interaction inhibition. HEK-TIYL cells, TEAD-Gal4/YAP UAS-luciferase luminescence. inhibition, % at 9.12 µM. 1.4% of 640,000 active; in the data active = inhibition above about 32%;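 note: 0% = median of test compound wells and 100% = reference inhibitor wells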
FBW7 activator – human FBW7 E3 ligase activation, primary screen. Q969H0. 0.13% of 650,000 active. AlphaScreen FBW7–phospho-cyclin E peptide binding, activator screen. normalized activity (activation), % at 26.1 µM; in the data active = normalized activity above about 1.9%;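 note: purified mutant Fbw7 with reduced substrate affinity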
Numbers without * were called inactive; & = joins results of further samples. Rows are unselected, and some 3.4% of all compounds hit somewhere here.

SMILES | GPR151 activ | MITF primary | TEAD-YAP inh | FBW7 activator
COc1cccc(CC2(CO)CCN(C(=O)CSc3ccccc3)CC2)c1 | 0.0 | 6 | 9 | 0.3
O=C(CCCOc1ccccc1)OCC(=O)c1ccc(Cl)s1 | 0.3 | 0 | -8 | 0.3
O=C(CC12CC3CC(CC(Br)(C3)C1)C2)Nc1nccs1 | 4.7 | -25 | 5 | 0.1
CC1(CC(=O)N/N=C/c2ccc(-c3cccc(C(F)(F)F)c3)o2)OCCO1 | -0.2 | 13 | -1 | -0.1
O=C(Nc1ccc(Oc2ccc3ccccc3c2Br)c(Cl)c1)c1cc(Cl)cc(Br)c1O | 2.2 | 10 | 2 | 0.1
CC1CC(C)CN(C(=O)C2CCN(S(=O)(=O)c3ccc4[nH]c(=O)ccc4c3)CC2)C1 (stereo not given) | 2.2 | 8 | -7 | 0.0
COCCn1nnnc1C(c1ccccn1)N1CCN(c2cc(Cl)ccc2C)CC1 (stereo not given) | 0.6 | 14 | 5 | -0.1
CCCc1cc(=O)[nH]c2nnc(SCC(=O)Nc3ccc(C(C)=O)cc3)n12 | -1.7 | 0 | 9 | 0.1
COc1cccc(/C=N\Nc2cc(C)nc(-c3ccccc3O)n2)c1O | 0.4 | 8 | 39* | 0.0
COc1ccc(C2=NN(CN3C(=O)C(=O)c4ccccc43)C(c3ccc(Br)cc3)C2)cc1 (stereo not given) | 0.2 | 10 | -2 | 0.0
O=C(Cn1cnc([N+](=O)[O-])c1)Nc1cc(Oc2ccc(Cl)cc2)cc([N+](=O)[O-])c1 | -0.2 | 10 | 0 | -0.2
CCOc1ccc2nc3sc(C(=O)NC(C)(C)C)c(N)c3cc2c1 | 0.9 | 0 | -3 | 0.1
COc1ccc(CC(=O)Nc2nnc(C(C)C)s2)cc1 | 0.8 | -10 | -34 | 0.0
Cc1cccc(C)c1-n1c(N)c(C(=O)NCc2ccccc2)sc1=S | -0.2 | 2 | -3 | -0.2
C#Cc1cccc(NC(=O)C(C)(C)C)c1 | 0.7 | 3 | 1 | -0.1
COC(=O)C1CC(O)CN1S(=O)(=O)c1ccc2ccccc2c1 (stereo not given) | 0.8 | 7 | -1 | 0.1
O=C(O)CN1C(=O)/C(=C/c2cccn2-c2cccc([N+](=O)[O-])c2)SC1=S | -0.2 | -8 | -12 | -0.4
COc1ccccc1NC(=O)COc1ccc(-c2nnc(C)o2)cc1 | 0.7 | 0 | 5 | -0.1
Cc1cc([C@@H]2C[C@H]3CN(C)C(=O)[C@]34CCCN24)cc(C)c1O | -1.7 | 3 | 9 | 0.1
Cc1cc(NNc2ccc(Cl)cc2)c(C(N)=O)c(C)n1 | 1.6 | 4 | -38 | -0.1
CCSc1nnc(NC(=O)CC(NC(C)=O)c2ccccc2)s1 (stereo not given) | -1.3 | 5 | -1 | 0.1
O=C(CSCCCSCC(=O)Nc1ccccc1)Nc1ccccc1 | -1.1 | -16 | -25 | 0.0
Cn1c(=O)c2c(nc(SCc3nc(N)nc(N4CCCCC4)n3)n2C)n(C)c1=O | -0.5 | 8 | 2 | -0.1
O=c1oc2c(Cl)cc(NS(=O)(=O)c3ccccc3)cc2s1 | 0.3 | 12 | 2 | -0.1
CCOC(=O)C1=C(C)NC(C)=C(C(=O)OCC)C1c1cn(-c2ccccc2)nc1-c1ccc(OC)c(OC)c1 | -1.9 | 4 | -15 | 0.1

New compounds follow:
SMILES | GPR151 activ | MITF primary | TEAD-YAP inh | FBW7 activator
Cc1cc(NC(=O)c2ccc([N+](=O)[O-])c(C)c2)no1 | 2.5 | 7 | 2 | 0.0
CCCCCSc1nnc2c(n1)OC(c1ccc(OCC)c(OC)c1)Nc1ccccc1-2 (stereo not given) | 1.9 | 1 | 4 | 0.0
CC(=O)c1ccc(NC(=O)CN(c2ccc(F)cc2)S(=O)(=O)c2ccccc2)cc1 | -1.4 | 15 | -4 | 0.0
O=C(Oc1cccc(N2C(=O)C3C4CCC(C4)C3C2=O)c1)c1ccccc1Cl (stereo not given) | 0.1 | 1 | 14 | 0.1
Cc1ccc2c(c1)cc1c(=O)n(CC(=O)NCc3cccc(Br)c3)nc(C)n12 | -1.3 | -2 | -13 | -0.1
CC1=C(C(=O)OC(C)C)C(c2ccccc2OCc2ccccc2)C2=C(CC(C)(C)CC2=O)N1 (stereo not given) | 1.1 | -5 | 3 | 0.1
O=C(O)[C@H]1CCc2ccccc2N1C(=O)c1ccccc1F | -0.3 | -16 | -1 | 0.2
CCCC(=O)Nc1ncnc2c1ncn2[C@@H]1O[C@@H]2COP(=O)(O)O[C@H]2[C@H]1OC(=O)CCC | 0.5&0.3 | 4&-3 | -1 | 0.2&-0.2
CCOC(=O)c1ccccc1NC(=O)COc1ccccc1CC | 0.1 | 15 | 1 | 0.4
Cc1ccccc1NC(=O)NNc1ccc(F)cc1 | 0.3 | -5 | 8 | 0.1
CCOC(=O)c1c(NC(=O)CSc2nnc(CNC(=O)c3cccc(C)c3)n2Cc2ccccc2)sc2c1CCC2 | 0.1 | -3 | -17 | 0.0
O=C(CCN1N=C(c2ccccc2)CCC1=O)N1CCC2(CC1)OCCO2 | -0.6 | 7 | 1 | 0.7
CCOC(=O)C1=C(C)N=c2s/c(=C/c3ccc(N4N=C(c5ccccc5)CC4c4ccccc4)cc3)c(=O)n2C1c1ccc(N(C)C)cc1 (stereo not given) | 0.3 | -1 | 4 | 0.2
Cc1nc(N2CCOCC2)c2c(C)c(C(=O)N3CC(C)CC(C)C3)sc2n1 (stereo not given) | -0.1 | -5 | -10 | 0.0
COc1cc([C@@H]2C[C@H]3CN(Cc4ccccc4C)C(=O)[C@]34CCCN24)ccc1F | -0.4 | 11 | -6 | 0.3
CC(=O)Nc1ccnn1C1CCN(Cc2ccccc2OC(F)F)CC1 | -0.3 | -1 | 2 | 0.1
O=C(Nc1ccc(-c2nc3ccccc3o2)c(O)c1)c1cc([N+](=O)[O-])ccc1Cl | 0.5 | -4 | 31 | -0.1
O=C(N/N=C\c1cccc(Cl)c1Cl)c1ccco1 | -0.9 | -3 | -68 | 0.2
CC(=O)c1cccc(N(CC(=O)NCc2ccccc2Cl)S(C)(=O)=O)c1 | 0.3 | 10 | 5 | 0.0
Cc1ccc(C(=O)N/C(=C\c2ccc(-c3ccc(Br)cc3)o2)C(=O)NCCc2ccccc2)cc1 | 1.1 | 3 | -2 | 0.1
CCOc1ccc(N2C(=O)CC(N(CCc3ccccc3)C(C)=O)C2=O)cc1 (stereo not given) | 1.8 | 10 | 2 | 0.1
CN(C(=O)Cc1c(C(=O)O)n(C)c2ccccc12)c1ccc(Cl)cc1 | 1.2 | 10 | -7 | 0.1
CC(=O)c1ccc(NC(=O)c2cc(Br)c(Br)s2)cc1 | -0.6 | -8 | -50 | -0.1
CCOC(=O)C(O)(c1ccc(N(CC)C(=O)CCC(=O)O)cc1)C(F)(F)F (stereo not given) | -0.4 | 4 | 2 | 0.4
N#Cc1cc([N+](=O)[O-])ccc1NC(=O)COC(=O)c1ccc(O)cc1 | 1.3 | 1 | 5 | 0.0

Remaining list, next part.
SMILES | GPR151 activ | MITF primary | TEAD-YAP inh | FBW7 activator
Cc1csc(=Nc2ccccc2)n1-c1ccccc1 | -0.6 | 21 | 4 | -0.3
O=C(CSc1nc2ccccc2o1)OCC(=O)c1cccc([N+](=O)[O-])c1 | 2.9 | 18 | 1 | -0.1
O=C(CN1C(=O)c2cccc([N+](=O)[O-])c2C1=O)Nc1ccccc1F | -1.3 | 15 | -1 | 0.6
COc1ccc(-n2c(=S)[nH]c3cc(C(=O)N4CCOCC4)ccc3c2=O)cc1 | 0.6 | -6 | 1 | -0.2
COc1cc(C2/C(=C(/O)c3ccccc3)C(=O)C(=O)N2CCCC(=O)O)ccc1O (stereo not given) | 0.9 | 8 | -2 | 0.0
Cc1c(NC(=O)CCN2C(=O)C3C4C=CC(C4)C3C2=O)c(=O)n(-c2ccccc2)n1C (stereo not given) | 1.3 | -6 | -10 | 0.1
O=[N+]([O-])c1ccc(N=Cc2cc([N+](=O)[O-])ccc2O)c(Br)c1 | -0.1 | -3 | 3 | 0.0
Cc1cccc(-c2nc(Nc3ccc(C)c(C)c3)c3ccccc3n2)c1 | 0.7 | -3 | 7 | 0.1
NC(=O)c1c(NC(=O)c2ccccc2Cl)sc2c1CCCC2 | 0.3 | -4 | -24 | -0.1
CC1CN(C(=O)COC(=O)c2cc(Cl)ccc2[N+](=O)[O-])CC(C)O1 (stereo not given) | -0.2 | 10 | 7 | 0.1
COc1ccc(-c2csc(/C(C#N)=C/c3ccco3)n2)cc1 | 0.4 | -13 | -22 | 1.0
CCOc1ccc(N/C(=N\c2nc(C)cc(C)n2)NC(=O)Nc2cccc(Cl)c2)cc1 | 1.3&-0.5 | 7&5 | 6&-6 | -0.1&0.2
COCCCNc1nc(CN(C)Cc2cc(C)no2)nc2ccc(C)cc12 | -0.8 | 12 | 11 | 0.3
Cc1onc(-c2c(Cl)cccc2Cl)c1C(=O)NCCCN(C)C | -0.9 | 1 | 9 | 0.1
COc1ccc2c(c1)OC1=C(C(=O)CCC1)C2C1=C(O)CCCC1=O (stereo not given) | 0.9 | 2 | -7 | -0.2
CCCNS(=O)(=O)c1ccc(OCC(=O)Nc2cccc(OC)c2)cc1 | -1.8 | -9 | 7 | -0.2
Cc1ccc(Cl)cc1NC(=O)c1cc2c(=O)oc3ccccc3c2s1 | 1.2 | 3 | 9 | -0.2
Cn1c(Nc2nc(Nc3ccc(N4CCOCC4)cc3)c3[nH]cnc3n2)nc2ccccc21 | 0.1 | 6 | 4 | -0.1
CCOP(=O)(OCC)c1nc(-c2ccccc2)oc1N(C)C | 1.2 | 2 | -4 | 0.0
O=C(Nc1ccccc1C(F)(F)F)c1cc(-c2cccnc2)on1 | -0.2 | -1 | -12 | -0.1
CCCCCc1c(O)nc(SCCN(CCC)CCC)n(-c2ccccc2)c1=O | -1.6 | -5 | 0 | 0.0
COCC(=O)N1CCC(Oc2ccc(C(=O)NCCc3cccnc3)cc2)CC1 | -0.9 | 11 | -8 | 0.1
COc1ccc(N2CCN(Cc3oc(CO)cc(=O)c3O)CC2)cc1 | 1.1 | 4 | 3 | -0.2
CCCNC(=O)c1cccc(N2CCOCC2)c1 | 0.0 | -1 | -5 | -0.1
Fc1ccc(CNCc2ccc(F)cc2)cc1 | 2.1 | 40 | 7 | 0.4

Remaining list, next part
SMILES | GPR151 activ | MITF primary | TEAD-YAP inh | FBW7 activator
COc1ccc(C(=O)Nc2cc(C(=O)N3CCN(C(C)=O)CC3)ccc2N2CC3CC(C2)c2cccc(=O)n2C3)cc1 (stereo not given) | -1.0 | -9 | 1 | -0.2
Cc1cc(C)n(CCc2nc3c4ccccc4nc(NCc4ccc(F)cc4)n3n2)n1 | -0.8 | -4 | 4 | 0.0
CCC(C)(C)NC(=O)C(c1ccncc1)N(C(=O)c1csnn1)C1CCCCC1 (stereo not given) | -0.7 | 2 | 0 | 0.1
COc1ccccc1NC(=O)N(CCCO)Cc1cc2cc(C)c(C)cc2[nH]c1=O | 0.4 | 9 | 5 | 0.0
COC(CN(C)C(C(=O)NC1CCCCC1)c1ccc(C)cc1)OC (stereo not given) | 0.3 | 8 | 2 | -0.2
Cc1ccc(CNC(=O)C(C(C)C)N2Cc3ccccc3C2=O)cc1 (stereo not given) | -1.8 | -7 | 7 | -0.1
Cc1onc(-c2ccccc2Cl)c1C(=O)OCN1C(=O)c2ccccc2C1=O | 0.1 | 15 | 3 | 1.5
Cc1ccc(OCC(=O)N2CCC(N3CCCC3)CC2)cc1 | 0.2 | 31 | 3 | -0.2
COCC(=O)NC(C)c1nc(-c2ccc(Cl)cc2)n[nH]1 (stereo not given) | 0.1 | 12 | -5 | 0.2
CC(C)OC(=O)CCc1nc2ccccc2[nH]c1=O | 1.4 | -1 | 5 | -0.1
CCCCCn1c(SCCN2CCOCC2)nc2c1c(=O)[nH]c(=O)n2C | 1.0 | 7 | -15 | 0.1
COc1ccc(-c2c(=O)n(OCc3ccccc3Cl)c3ccccc3[n+]2[O-])cc1OC | -0.3 | 12 | -13 | -0.1
Cc1cc(N2C(=O)c3ccc(C(=O)N4CCCc5ccccc54)cc3C2=O)no1 | 0.9 | -1 | 0 | 0.2

Already shown: an excerpt of the list.
SMILES | GPR151 activ | MITF primary | TEAD-YAP inh | FBW7 activator
COc1cccc(CC2(CO)CCN(C(=O)CSc3ccccc3)CC2)c1 | 0.0 | 6 | 9 | 0.3
O=C(CCCOc1ccccc1)OCC(=O)c1ccc(Cl)s1 | 0.3 | 0 | -8 | 0.3
O=C(CC12CC3CC(CC(Br)(C3)C1)C2)Nc1nccs1 | 4.7 | -25 | 5 | 0.1
CC1(CC(=O)N/N=C/c2ccc(-c3cccc(C(F)(F)F)c3)o2)OCCO1 | -0.2 | 13 | -1 | -0.1
O=C(Nc1ccc(Oc2ccc3ccccc3c2Br)c(Cl)c1)c1cc(Cl)cc(Br)c1O | 2.2 | 10 | 2 | 0.1
CC1CC(C)CN(C(=O)C2CCN(S(=O)(=O)c3ccc4[nH]c(=O)ccc4c3)CC2)C1 (stereo not given) | 2.2 | 8 | -7 | 0.0
COCCn1nnnc1C(c1ccccn1)N1CCN(c2cc(Cl)ccc2C)CC1 (stereo not given) | 0.6 | 14 | 5 | -0.1
CCCc1cc(=O)[nH]c2nnc(SCC(=O)Nc3ccc(C(C)=O)cc3)n12 | -1.7 | 0 | 9 | 0.1
COc1cccc(/C=N\Nc2cc(C)nc(-c3ccccc3O)n2)c1O | 0.4 | 8 | 39* | 0.0
COc1ccc(C2=NN(CN3C(=O)C(=O)c4ccccc43)C(c3ccc(Br)cc3)C2)cc1 (stereo not given) | 0.2 | 10 | -2 | 0.0
O=C(Cn1cnc([N+](=O)[O-])c1)Nc1cc(Oc2ccc(Cl)cc2)cc([N+](=O)[O-])c1 | -0.2 | 10 | 0 | -0.2

Bioassay records deposited in PubChem by The Scripps Research Institute Molecular Screening Center.
